# High-throughput results: PubChem BioAssay, several laboratories
# TcdB inh = inhibitors of Clostridioides difficile toxin B glycohydrolase; 350,000 tested, 0.24% active; P18177; inhibition, % at 9.99 µM; AID 652162; TcdB glycohydrolase enzymatic assay, plate reader; in the data active = inhibition above about 10%
# Yp Topo-I inh = inhibitors of Yersinia pestis topoisomerase I; Y. pestis Topo-I cleavage product accumulation, plate reader; AID 504884; 360,000 tested, 0.064% active; activity, % at 10 µM; in the data active = activity above about 50%, passing the limit was not always enough; inconclusive = no clear call, values can overlap the other calls; also: inactives centre near 2
# DUSP3 inh = inhibitors of human VHR1 phosphatase (DUSP3); P51452; recombinant VHR phosphatase, pNPP absorbance; inhibition, % at 13.3 µM; 290,000 tested, 0.52% active; in the data active = inhibition above about 50%; also: some compounds called inactive have numbers as strong as hits
# Anthrax LF inh2 = anthrax lethal factor protease inhibition; P15917; multiplex microsphere protease cleavage assay, LF; inhibition, % at 10 µM; 360,000 tested, 0.12% active; in the data active = inhibition above about 30%; inconclusive = no clear call, values can overlap the other calls; also: plate controls were buffer without enzyme for full effect and enzyme alone for no effect
# Target sequence (P15917 whole entry, looked up): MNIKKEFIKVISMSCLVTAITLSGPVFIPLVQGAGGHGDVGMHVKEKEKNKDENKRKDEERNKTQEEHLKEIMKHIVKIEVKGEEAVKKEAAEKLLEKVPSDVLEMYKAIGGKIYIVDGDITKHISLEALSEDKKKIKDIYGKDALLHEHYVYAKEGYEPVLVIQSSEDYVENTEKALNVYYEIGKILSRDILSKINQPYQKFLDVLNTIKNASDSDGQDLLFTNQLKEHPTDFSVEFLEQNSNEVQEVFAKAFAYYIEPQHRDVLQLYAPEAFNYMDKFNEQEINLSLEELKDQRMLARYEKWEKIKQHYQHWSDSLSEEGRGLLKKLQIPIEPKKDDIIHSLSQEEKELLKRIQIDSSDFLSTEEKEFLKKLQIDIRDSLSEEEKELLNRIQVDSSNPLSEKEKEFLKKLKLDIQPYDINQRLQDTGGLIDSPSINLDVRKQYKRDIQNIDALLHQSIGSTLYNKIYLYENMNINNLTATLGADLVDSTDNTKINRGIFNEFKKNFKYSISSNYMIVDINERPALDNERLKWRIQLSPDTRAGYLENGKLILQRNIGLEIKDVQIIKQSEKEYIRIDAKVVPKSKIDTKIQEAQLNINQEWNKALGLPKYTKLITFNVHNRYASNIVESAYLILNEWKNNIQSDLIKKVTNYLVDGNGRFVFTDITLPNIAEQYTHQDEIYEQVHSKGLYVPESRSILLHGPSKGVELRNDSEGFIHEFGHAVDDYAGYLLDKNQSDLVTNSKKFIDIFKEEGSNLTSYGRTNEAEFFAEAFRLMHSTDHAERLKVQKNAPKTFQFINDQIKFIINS
# Vc quorum ag = quorum light induction in luxS cqsA deficient V. cholerae. 350,000 tested, 0.16% active. V. cholerae BH1578 lux reporter, luminescence, 6 h. activation, % at 18.7 µM; in the data active = activation mostly above about 9.7%, no sharp cut-off; inconclusive = no clear call, values can overlap the other calls; inactive = mostly below about 3.7%; also: not every result past the cut was called active; inactives centre near 0; reference of the scale not given here
# MazEF act = activators of E. coli MazEF toxin-antitoxin RNase; P0AE70; FAM/BHQ RNA-DNA oligo cleavage fluorescence, 5 h; activation, % at 20 µM; 350,000 tested, 0.32% active; in the data active = activation above about 50%
# Target sequence (P0AE70 whole entry, looked up): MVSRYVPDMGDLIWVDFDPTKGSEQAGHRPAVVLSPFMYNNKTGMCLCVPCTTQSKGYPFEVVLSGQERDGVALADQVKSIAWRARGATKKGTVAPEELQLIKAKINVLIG
# 3CLpro inhibitor = SARS-CoV 3CLpro protease inhibition. P0C6X7. recombinant SARS-CoV 3CLpro, quenched FRET peptide cleavage. inhibition, % at 6 µM. 290,000 tested, 0.14% active. AID 1706; in the data active = inhibition above about 12%
# PfHsp40 rescue = rescue of PfHsp40-mediated yeast toxicity | growth rescue, % at 12.5 µM | S. cerevisiae expressing PfHsp40, growth rescue, ATP luminescence | 340,000 tested, 0.68% active | AID 504582; in the data active = growth rescue above about 28%, passing the limit was not always enough; inconclusive = no clear call, values can overlap the other calls;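 also: yeast W303a lacking pdr1 and pdr3 grown in galactose medium; growth measured after three days at 30 °C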
# SSB-PriA inh = K. pneumoniae PriA-SSBct interaction inhibition. inhibition, % at 33 µM. AID 1272365. AlphaScreen SSBct-PriA binding, biotinylated peptide. 430,000 tested, 0.6% active; in the data active = inhibition mostly above about 37%, no sharp cut-off; inactive = mostly below about 20%;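 also: plate controls were negative control peptide for no effect and reference peptide for full effect; strong numbers were not always called active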
# Rv3671c inh = inhibits the M. tuberculosis serine protease Rv3671c | inhibition, % at 5.96 µM | P9WHR9 | 320,000 tested, 0.048% active; in the data active = inhibition above about 38%;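 also: extracellular domain of Rv3671c used as enzyme; 0% = enzyme with DMSO and 100% = no enzyme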
# An asterisk follows results filed as active; i = inactive; u = inconclusive; x = not tested or not shown; & = joins results of further samples. The list is partial (hit frequency here may not be typical).
# The first 3 entries (preview)
Structure	TcdB inh	Yp Topo-I inh	DUSP3 inh	Anthrax LF inh2	Vc quorum ag	MazEF act	3CLpro inhibitor	PfHsp40 rescue	SSB-PriA inh	Rv3671c inh
Cc1ccc(NS(=O)(=O)c2ccc(Cl)nc2)c(C)c1	1.1	-5	x	3	i	-4	x	-1.6	7	x
Cc1ccc(C)c(NC(=O)CCC(=O)NNC(=O)C(c2ccccc2)c2ccccc2)c1	x	5	-6	-3	i	-4	2	-0.8	7	-5
CN(C(=O)COC(=O)CCCN1C(=O)c2cccc3cccc(c23)C1=O)C1CCS(=O)(=O)C1 (centres undefined)	1.4	-11	x	2	14	3	x	-0.7	-5	3

# Main list, repeating the preview:
Structure	TcdB inh	Yp Topo-I inh	DUSP3 inh	Anthrax LF inh2	Vc quorum ag	MazEF act	3CLpro inhibitor	PfHsp40 rescue	SSB-PriA inh	Rv3671c inh
Cc1ccc(NS(=O)(=O)c2ccc(Cl)nc2)c(C)c1	1.1	-5	x	3	i	-4	x	-1.6	7	x
Cc1ccc(C)c(NC(=O)CCC(=O)NNC(=O)C(c2ccccc2)c2ccccc2)c1	x	5	-6	-3	i	-4	2	-0.8	7	-5
CN(C(=O)COC(=O)CCCN1C(=O)c2cccc3cccc(c23)C1=O)C1CCS(=O)(=O)C1 (centres undefined)	1.4	-11	x	2	14	3	x	-0.7	-5	3
O=C1CC(/C=C/c2ccc([N+](=O)[O-])cc2)=Nc2ccccc2N1	-0.8	0	-15	0	i	9	-1	0.0	19	-16
Cn1cnnc1SCC(=O)N/N=C/c1ccc(OCC(N)=O)cc1	0.1	12	0	-3	i	6	-5	-1.0	i	11
CCC(=O)N1N=C(c2ccccc2)CC1c1ccc([N+](=O)[O-])cc1 (centres undefined)	1.5	15	5	2	i	-6	1	-1.9	15	-6
COc1ccc(/C=N/Nc2ncc(C(F)(F)F)cc2Cl)cc1OC	1.3	-11	-1	1	-0.2	3	-8	-0.7	x	-3
O=C(COC(=O)C1COc2ccccc2O1)Nc1ccccc1OC(F)F (centres undefined)	-0.3	-8	x	0	i	6	x	0.0	-3	0
CC(CN(C)C)CN1c2ccccc2Sc2ccccc21 (centres undefined)	-1.0	-11	x	-8	i	12	x	-0.3	7	-6
Cc1noc2c1C(c1ccc(N(C)C)cc1)C1=C(CC(C)(C)CC1=O)N2 (centres undefined)	x	-4	15	-6	i	3	-1	-1.0	-4	3
CC1c2[nH]c3ccccc3c2CCN1C(=O)Nc1ccccc1 (centres undefined)	x	-9	-3	1	-0.3	-7	0	-1.9	23	1
CCCCN(C(=O)C(C)Oc1ccc(Br)cc1)c1c(N)n(CC(C)C)c(=O)[nH]c1=O (centres undefined)	9.7	-5	x	-5	i	6	x	2.3	8	1
COC(=O)c1c(NC(=O)CCl)sc(C(=O)N2CCOCC2)c1C	1.1	6	12	-2	-0.4	7	7	-1.0	-13	3
O=C(Nc1c(C(=O)N2CCN(c3ccccn3)CC2)oc2ccccc12)c1cccc([N+](=O)[O-])c1	1.9	-1	5	-4	-0.3	11	7	5.4	11	1
CC1(C)Cc2c(cnn2-c2ccc(F)cc2)C(NC(=O)CN2CCCC2=O)C1 (centres undefined)	0.0	-9	12	2	i	3	0	-1.0	9	-3
O=C(O)CCSc1nc2ccccc2c(=O)[nH]1	x	-6	4	-6	i	7	1	0.5	-2	1
O=C(c1ccc(=O)[nH]n1)N1CCN(S(=O)(=O)c2ccc3ccccc3c2)CC1	-2.0	-2	-2	1	-0.3	10	4	0.1	0	4
c1coc(-c2nc(-c3ccncc3)no2)c1	x	-4	-2	-1	i	-10	-4	-1.1	3	-3
O=C(Nc1ccccn1)C1CCCN(c2ncnc3c2nc2n3CCCCC2)C1 (centres undefined)	1.1	11	8	-1	-0.4	7	-9	1.2	9	-7
Cc1cc(Cl)c(C)c(S(=O)(=O)N2CCN(CC(=O)N3CCOCC3)CC2)c1Cl	1.4	36	x	-7	i	1	x	0.2	-7	0
CCCCCCCCCSc1n[nH]c(N)n1	x	4	37	0	i	4	-4	0.4	-3	3
COc1ccccc1NC(=O)C1CCCN(c2nc(C)cc(C)n2)C1 (centres undefined)	x	5	33	-2	-3.1	2	3	-0.1	-8	0
CCOc1ccc(NC(=O)N2CCC(n3nnc4cc(C)ccc43)CC2)cc1	x	6	-1	0	i	3	-3	0.2	-2	-17
CCn1c(CNC(=O)C(C)(C)C)nc2ccccc21	1.6	4	29	-6	-0.2	-13	2	1.2	-5	5
CC(C)(C)NC(=O)C1CC1(c1ccccc1)c1ccccc1 (centres undefined)	1.7	-2	0	7	-10	-2	-7	-1.8	3	5
COc1cccc(NC(=O)CSc2nc3ccccc3nc2N2CCOCC2)c1	0.3	-2	13	-5	-0.5	-2	3	-0.4	-9	1
CC(C)CCNC(=O)C(c1ccco1)N(Cc1cccs1)C(=O)Cn1nnc2ccccc21 (centres undefined)	x	3	19	2	i	4	11	0.3	0	x
CCOc1ccc(N2C(=O)/C(=C/c3ccco3)N(C)C2=S)cc1	x	-8	3	2	-0.2	4	-4	-0.4	14	-5
CCOc1ccc(C(=S)N2CCCC2)cc1OCC	0.9	1	1	-7	-0.2	-1	0	-2.5	-6	2
COc1cc(/C=N/NC(=O)Cc2ccccc2)ccc1Oc1ccc([N+](=O)[O-])cc1[N+](=O)[O-]	0.4	-3	-34	-2	-0.1	-7	3	2.2	x	-15
CC(=O)c1c(C)[nH]c(C(=O)NNC(=O)c2ccc(Br)cc2)c1C	0.6	17	x	1	-0.7	5	x	1.5	-1	4
COC(=O)[C@@H]1C[C@@]2(O)[C@@H](O)[C@@H](O)[C@@H](O)C[C@H]2N1CC(c1ccccc1)c1ccccc1	0.3	5	22	-4	i	6	x	0.0	-1	-6
CCOc1ncccc1C(=O)Nc1ccc(C(=O)Nc2ccc(OC)cc2)cc1	0.9	0	x	2	i	-4	x	0.4	-2	-2
O=C(NCCCN1CCC(Cc2ccccc2)CC1)c1ccc2nc(N3CCOCC3)sc2c1	0.0	11	9	-15	i	18	-7	-0.5	-3	-4
N#Cc1ccccc1S(=O)(=O)Nc1ccc2c(c1)C(=O)OC2	x	-1	16	-4	-0.9	-1	-3	1.7	0	4
CCc1nnc(NS(=O)(=O)c2ccc(NC(=O)c3cccc(OC)c3)cc2)s1	0.3	12	-17	-4	-7.3	-1	1	-0.2	-13	3
COc1ccc(N2CCN(C(=O)Cn3nnc(-c4ccccc4N)n3)CC2)cc1	0.7	-6	4	-5	-0.3	-4	-2	0.0	-8	-3
COc1ccccc1OCc1ccc(C(=O)NCCN(C)C)o1	x	7	16	0	2.1	3	2	-0.7	-25	-3
COc1ccc(NC(C)=O)cc1NC(=O)CN1CCN(c2ccccn2)CC1	x	6	3	-2	-3.6	2	-3	-0.3	1	5
O=c1c2[nH]c3ccc(F)cc3c2ncn1CCC1=CCCCC1	0.6	3	1	x	-0.5	-5	-3	0.1	3	5
CN(C)C(=O)C(=O)c1cccn1-c1ccccc1C#N	x	-4	2	2	4.8	2	-3	0.9	1	3
O=c1c2c3n(c(=S)nc2[nH]n1-c1ccccc1)CCCCC3	x	-10	17	0	-0.4	6	5	-2.4	-12	-14
CC1(C(=O)NS(=O)(=O)C2CC2)CCCN(C(=O)c2cccc(OC(F)(F)F)c2)C1 (centres undefined)	-0.5	-1	x	4	i	x	x	x	x	x
COC(=O)C1=C(C)NC(=O)NC1c1ccc(-c2ccc(F)cc2)o1 (centres undefined)	0.6	3	-28	-2	-0.6	5	-2	0.0	-6	1
CCOP(=O)(Nc1ccc2c(c1)C(=NNC(N)=S)c1ccccc1-2)OCC	1.6	19	x	-7	-0.8	-15	x	-0.5	10	x
O=C(O)Cn1c2c(c3ccccc31)CCCC2	x	-6	8	-3	i	-18	5	-0.1	6	-16
CN(C)S(=O)(=O)Nc1cccc(Br)c1	0.3	8	9&16	-6	i	0	0&-1	-0.3	-14	-12
CC(C)(C)c1nnc(NC(=O)CCS(=O)(=O)c2ccccc2)s1	1.2	11	14	-5	-0.3	8	-6	-0.3	0	-3
O=C(NCCCCNC(=O)c1ccc(Br)s1)c1ccc(Br)s1	x	13	-17	0	i	4	2	-0.4	-8	-4
COC(=O)C(C)N1CCC(=O)c2ccccc2S1(=O)=O (centres undefined)	x	0	26	6	1.0	-1	x	-0.4	-1	-2

# (list continues)
Structure	TcdB inh	Yp Topo-I inh	DUSP3 inh	Anthrax LF inh2	Vc quorum ag	MazEF act	3CLpro inhibitor	PfHsp40 rescue	SSB-PriA inh	Rv3671c inh
O=C(O)c1ccc2c(c1)S(=O)(=O)c1ccccc1C2=O	x	1	-72	2	-8.3	5	4	u	-9	x
CCOCCCN1C(=O)C(=O)N(CC(=O)N2c3ccccc3NC(=O)CC2C)C1=O (centres undefined)	2.1	0	x	-3	-1.1	-1	x	-0.7	-2	-2
O=c1[nH]c2ccc([N+](=O)[O-])cc2nc1/C=C(\O)c1ccccc1	0.4	-5	7	-7	-0.5	-18	-3	-0.2	-5	8
Cn1c(-c2sc3cc(C(F)(F)F)cnc3c2-c2cccs2)n[nH]c1=S	0.4	-7	22	-2	-1.0	-14	-1	-2.0	-5	12
COc1cc(NC(=O)Nc2c(C)n(C)n(-c3ccccc3)c2=O)cc(OC)c1OC	-2.1	-4	0	4	-0.1	5	1	-0.5	9	1
CC(C)COc1ccc(-c2nnc(-c3ccncc3)o2)cc1	x	12	18	-2	i	5	-4	0.2	-12	5
Oc1ccc(Br)cc1CNc1cccc2cccnc12	-4.0	3	6	-2	i	-26	-2	3.7	11	-3
Oc1ccc(C[C@@H]2CNCCN2CC2CCCCC2)cc1	0.8	5	x	2	2.2	4	x	-1.6	1	-12
COc1ccc(/C=C2/C(=O)C(C)(C(C)C)CCC2C)cc1 (centres undefined)	1.0	6	6	4	i	-1	4	-1.5	-11	-2
COc1cccc(CNC(=O)CCn2c(=O)oc3ccccc32)c1	x	5	2	-3	i	-13	-7	0.0	-4	3
O=C(NC1CCCCC1)N1CCCc2ccccc21	x	4	12	-1	-1.0	-2	2	-0.7	-12	-2
CCN(CC)c1ccc(S(=O)(=O)N2CCCCC2)cc1NC(=O)CN1C(=O)NC2(CCCC2)C1=O	2.1	23	x	3	i	-1	x	1.3	0	8
COc1ccc(S(=O)(=O)N2CCCCC2)cc1NC(=O)CN(Cc1ccco1)Cc1ccco1	-0.1	19	x	-4	-0.9	-2	x	4.1	-2	-12
CC(C)C12CN3CC(C(C)C)(CN(C1)C3c1ccco1)C2=O (centres undefined)	x	0	23	-2	i	-2	-4	-0.9	-9	-10
Cc1cc(C)n2nc(-c3ccccc3)c(-c3ccccc3)c2n1	0.0	-1	18	6	i	13	3	-0.3	-9	-4
C=CCNC(=S)N1N=C(c2ccco2)CC1c1ccco1 (centres undefined)	0.5	7	x	-11	0.9	4	x	-0.8	10	x
O=C(C1CCCN(S(=O)(=O)c2ccc(F)cc2)C1)N1CCOCC1 (centres undefined)	1.9	-1	x	-5	-1.6	0	x	-0.8	-17	x
Cn1c(O)c(C=Nc2ccc(Br)cc2)sc1=O	1.2	-12	-11	-2	-0.2	-2	1	-0.9	-8	-3
CCOc1ccc2[nH]c(=O)c(CN(CCO)C(=O)c3ccc(OC)c(OC)c3)cc2c1	x	-10	13	-1	-0.4	0	-2	-1.0	-12	1
O=C(Nc1nc(-c2ccc(Cl)cc2)cs1)C1CCCO1 (centres undefined)	2.8	2	2	-2	-0.2	9	-3	1.9	-11	4
CC1([N+](=O)[O-])COC(c2cccc3ccccc23)OC1 (centres undefined)	1.7	4	x	-8	-0.1	-3	x	x	-10	x
